Bioassay records from PubChem BioAssay.
PLCg1 inh – inhibitors of human phospholipase C gamma1; purified PLC-gamma1, fluorogenic substrate, fluorescence; inhibition, % at 12.2 µM; 370,000 tested, 0.84% active; in the data active = inhibition above about 9.5%
TDP2 absorb – TDP2 (human) inhibition, absorbance primary screen; O95551; recombinant TDP2, T5PNP hydrolysis, p-nitrophenol absorbance 415 nm; inhibition, % at 12.8 µM; 370,000 tested, 0.34% active; AID 720702;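 active = inhibition above the mean of all tested compounds plus 3 SD, set per campaign, cut at about 25% in these data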;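 note: 0% = DMSO with enzyme and 100% = buffer with substrate but no TDP2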
Target sequence (O95551 whole entry, looked up): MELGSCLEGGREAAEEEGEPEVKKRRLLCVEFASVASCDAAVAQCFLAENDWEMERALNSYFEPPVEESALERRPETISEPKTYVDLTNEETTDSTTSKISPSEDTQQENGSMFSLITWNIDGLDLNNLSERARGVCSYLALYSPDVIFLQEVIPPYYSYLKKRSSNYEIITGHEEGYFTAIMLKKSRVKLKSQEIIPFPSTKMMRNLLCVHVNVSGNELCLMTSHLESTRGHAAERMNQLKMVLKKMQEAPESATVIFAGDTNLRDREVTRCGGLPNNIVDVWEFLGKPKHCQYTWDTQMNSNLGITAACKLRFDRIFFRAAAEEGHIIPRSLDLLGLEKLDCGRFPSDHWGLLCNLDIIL
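Test system: Human TDP2 enzyme | Reagent: 5 mM T5PNP | Compound dosing: 12.8 µM single point, 1% DMSO | Incubation: Enzyme reaction with compound for 2 h at 37 °C | Technique: p-Nitrophenol epi absorbance | Read-out: % inhibition relative to enzyme-containing and enzyme-free wells | Benchmarks: High control without enzyme, low control DMSO plus TDP2 | Replicates: Singlicate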
DDE Tn7 FP inh – inhibitors of Tn7 peptide binding to human fibrin DD(E). inhibition, % at 8.3 µM. AID 720508. P02675. FP displacement of FITC-Tn7 peptide from fibrin DD(E); 0% = median of compound wells per plate. 370,000 tested, 0.13% active;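 active = inhibition above the mean of compounds falling within the control limits plus 3 SD of them, cut at about 14% in these data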;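 note: 0% = plate median of compound wells and 100% = 10 µM Aha-Tn7 peptide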
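system = human fibrin DD(E) protein | quantity = DD(E) 2 µM final | medium = Tris/NaCl/CaCl2 buffer, pH 7.8 | also added = labelled Tn7 tracer, 0.1 µM | compound dosing = single point at 8.3 µM | timing = compound with protein 10 min, then 3 h after probe, room temperature | signal = FP measurement | benchmarks = Aha-Tn7 high control | repeats = one replicate per compound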
PLCb3 inh – PLC-beta3 (human) inhibition, primary screen; Q01970; Purified PLC-beta3, fluorogenic substrate, fluorescence; inhibition, % at 12.2 µM; 370,000 tested, 0.18% active; AID 720704; in the data active = inhibition above about 11%;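 note: 0% = median of compound wells on plate and 100% = full blocker control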
SIAE primary – blocks human sialic acid acetylesterase; Q9HAT2; inhibition, % at 9.66 µM; 370,000 tested, 0.69% active; SIAE FP-Rh probe binding, fluorescence polarization;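 active = inhibition above a cutoff: mean of compounds within the control limits plus 3 SD of those, cut at about 17% in these data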;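 note: 0% = plate median of compound wells and 100% = probe without SIAE protein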
Target sequence (Q9HAT2 whole entry, looked up): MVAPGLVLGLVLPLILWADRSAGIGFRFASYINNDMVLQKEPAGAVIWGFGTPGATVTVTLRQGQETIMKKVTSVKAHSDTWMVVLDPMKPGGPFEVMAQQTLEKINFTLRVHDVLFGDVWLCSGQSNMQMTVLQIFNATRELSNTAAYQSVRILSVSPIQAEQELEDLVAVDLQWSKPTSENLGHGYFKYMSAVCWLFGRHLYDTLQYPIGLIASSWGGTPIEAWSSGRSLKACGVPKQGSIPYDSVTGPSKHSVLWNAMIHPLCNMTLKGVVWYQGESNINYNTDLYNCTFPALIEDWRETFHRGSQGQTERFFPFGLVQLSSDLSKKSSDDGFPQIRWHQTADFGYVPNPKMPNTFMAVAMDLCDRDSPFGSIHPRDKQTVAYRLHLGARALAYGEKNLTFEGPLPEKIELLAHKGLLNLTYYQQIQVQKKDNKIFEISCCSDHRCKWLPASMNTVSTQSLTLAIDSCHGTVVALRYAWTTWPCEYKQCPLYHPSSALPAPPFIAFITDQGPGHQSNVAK
Tn6 DDE FP – disrupts Tn6 cyclic peptide binding to fibrin D-Dimer-E complex; P02675; Fibrin DD(E) TRITC-Tn6 fluorescence polarization displacement; inhibition, % at 8.3 µM; 370,000 tested, 0.21% active; AID 720509;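 active = inhibition above a per-campaign cutoff: mean of compounds within control limits plus 3 SD, cut at about 15% in these data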;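 note: 0% = median of all compound wells on the plate and 100% = blocking peptide control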
ASAP1 inh – ASAP1 ArfGAP inhibition. ASAP1-stimulated ARF1 GTP hydrolysis, GDP FP detection. inhibition, % at 16.5 µM. 360,000 tested, 0.19% active; in the data active = inhibition above about 25%;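 note: 0% = vehicle with enzyme and substrate and 100% = no enzyme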
ADAM10 inh – inhibitors of human ADAM10. O14672. 370,000 tested, 0.62% active. AID 720582. inhibition, % at 7 µM. recombinant ADAM10, EDANS/DABCYL FRET peptide cleavage, 3 h;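 active = inhibition above a per-campaign cutoff equal to the mean of compounds falling between control-based bounds plus 3 SD, cut at about 20% in these data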;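 note: 0% = DMSO wells while the 100% control is not disclosed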
ARFGAP1 inhibitor – rat ARFGAP1 inhibition; inhibition, % at 16.5 µM; AID 651572; Arfgap1-stimulated ARF1 GTP hydrolysis, GDP FP detection; 360,000 tested, 0.26% active; Q62848;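 active = inhibition above a per-plate limit, mean inhibition of low control wells plus 3 SD, cut at about 25% in these data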;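 note: 0% = DMSO wells with enzyme and 100% = wells lacking Arfgap1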
Target sequence (Q62848 1-136 limits assumed): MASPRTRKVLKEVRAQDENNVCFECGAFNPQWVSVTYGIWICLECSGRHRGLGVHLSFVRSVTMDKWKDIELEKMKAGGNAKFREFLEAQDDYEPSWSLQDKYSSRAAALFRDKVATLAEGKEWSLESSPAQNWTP
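System: truncated rat Arfgap1 GAP domain / Medium: HEPES-based buffer, pH 7.5 / Also added: N-terminally truncated human ARF1-GTP substrate / Incubation: enzyme reaction 120 min at 25 °C after 20 min preincubation / Measured by: FP of antibody-bound GDP Alexa 633 tracer, ex 620/em 688 nm / Replicates: singlicate, each compound tested once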
ADAM17 inh – inhibitors of human ADAM17; P78536; recombinant ADAM17, EDANS/DABCYL FRET peptide cleavage; inhibition, % at 6.95 µM; 370,000 tested, 0.83% active;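 active = inhibition above the mean of compounds lying between control limits plus 3 SD, set per campaign, cut at about 8.5% in these data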;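 note: 0% = DMSO-only wells as the low control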
* = called active by the depositor; i = inactive; · = not tested or not shown.

SMILES	PLCg1 inh	TDP2 absorb	DDE Tn7 FP inh	PLCb3 inh	SIAE primary	Tn6 DDE FP	ASAP1 inh	ADAM10 inh	ARFGAP1 inhibitor	ADAM17 inh
O=C(O)CCC(=O)c1ccc2ccc3cccc4ccc1c2c34	i	-5	1	i	-15	-8	2	i	5	i
Cc1cc(C(=O)COC(=O)c2ccc[nH]c2=O)c(C)n1-c1ccc(F)cc1	2	4	1	-1	8	-9	2	-6	7	-3
CN(C)C(=O)c1cc(-c2ccccc2)no1	0	-8	9	2	1	6	10	1	13	-2
Cc1cc(NS(=O)(=O)c2ccc(NC(=O)/C=C/c3ccco3)cc2)nc(C)n1	-4	12	-3	-16	-3	-5	-5	-11	3	-6
COC(=O)c1scc(C)c1NC(=O)Cc1ccccc1	0	6	1	1	-2	3	11	-8	2	-5
CCc1nc(SCC(=O)Nc2ccc(OC)cc2[N+](=O)[O-])n[nH]1	0	7	-3	-4	13	0	-2	4	-4	-2
Cc1ccc(CN(C(=O)c2csnn2)C(C(=O)NC2CCCC2)c2ccccn2)cc1 (stereo not drawn)	1	-7	-9	-3	2	-3	5	-1	2	0
COc1ccc(C(CNC(=O)c2cccc(S(=O)(=O)NCc3ccccc3)c2)N(C)C)cc1 (stereo not drawn)	-2	7	-3	-7	3	1	-3	0	-3	-4
COc1ccc(S(=O)(=O)N2CCC(C(=O)N[C@H](C(=O)N3CCCCCC3)C(C)C)CC2)cc1	2	4	0	-9	-2	-4	2	-6	10	3
COCCCNc1nc2cc(OC)c(OC)cc2c2nc(-c3ccccc3)nn12	-28	10	7	-43	-13	0	11	-29	1	-17
COc1cc(OC)cc(C(=O)NCC(=O)NCC(c2ccco2)N2CCCCC2)c1 (stereo not drawn)	2	5	0	-4	-2	-8	-5	1	-3	1
COc1ccccc1CN(C)C(=O)COC(=O)c1cc(C)oc1C	-1	3	5	-5	-1	2	10	-4	2	-3
c1cc(CNCCNCc2ccncc2)ccn1	-3	-4	3	-18	7	5	2	-39	1	-5
COC(=O)[C@]1(C#N)CC(=O)N(C)[C@@H]1c1ccccc1	9	-12	-4	0	-5	2	·	1	·	3
CCCCC(=O)NC(=S)NNC(=O)c1ccc(OC)cc1	4	2	-5	-2	0	5	-6	6	-4	1
CCS(=O)(=O)N1CCCC(C(=O)NCCN(C)Cc2ccccc2)C1 (stereo not drawn)	2	6	-4	0	0	-2	3	1	-4	-4
CCn1c(SCC(=O)OC)nc2sc3c(c2c1=O)CC(C)(C)OC3	0	14	-9	-5	8	-5	-2	-2	1	-2
Cc1ccc(S(=O)(=O)N2CCN(CC(O)c3ccccc3)CC2)cc1C (stereo not drawn)	0	2	4	4	-7	-6	5	0	-3	3
O=[N+]([O-])c1ccc(-c2ccc(C=Nc3cccc4ccccc34)o2)cc1	-110	9	5	-121	-1	9	0	-198	1	-64
O=C(NCC(c1cccnc1)N1CCN(c2ccc(F)cc2)CC1)c1ccc2c(c1)OCO2 (stereo not drawn)	-1	3	2	-2	2	-1	12	4	0	-6
O=C(c1ccco1)N1CCn2c1nc1ccccc12	2	-2	-7	6	4	-4	3	8	9	-1
Cn1c(=O)c(/C=C/c2ccccc2)nc2ccccc21	-179	-1	2	-199	-3	-2	19	-370	-6	-91
Cc1cc(C)nc(N2CCCC(C(=O)NCCc3ccc(F)cc3)C2)n1 (stereo not drawn)	1	-3	1	-1	3	2	-14	-1	2	-1
COc1ccc(CCNC(=O)C2CCN(S(C)(=O)=O)CC2)cc1	1	-3	-8	1	2	-5	1	8	-14	-1
Cc1cc(Br)ccc1SCC(=O)OCC(=O)NC1CCCC1	0	8	-2	-2	-1	2	3	0	3	0
N#Cc1ccc(Cn2ccc3ccc(-c4ccc5ccn(C(=O)C6CCC6)c5c4)cc32)cc1	-63	9	3	-86	0	3	·	-44	·	-10
c1ccc(-c2nc(NCc3ccco3)c3oc4ccccc4c3n2)cc1	-3	-3	0	-5	-65	-4	18	4	12	9.0*
CC1CCCCN1C(=O)CCc1nnc(Cc2c[nH]c3ccccc23)o1 (stereo not drawn)	0	5	-4	-2	1	2	-5	-1	4	-1
CCCP(=O)(CC(=O)N(CC)CC)c1ccccc1 (stereo not drawn)	-1	3	-2	0	-7	-3	-4	-5	5	-6
O=C(COC(=O)c1cccnc1Cl)Nc1ccc2c(c1)OCCO2	0	3	-11	-6	6	2	-1	1	11	-3
CCCCn1c(N)c(N(CC(C)C)C(=O)c2ccc(OC)c(S(=O)(=O)N3CCOCC3)c2)c(=O)[nH]c1=O	1	9	-6	-1	1	-1	5	-6	5	-4
Cc1cc(C)c(NC(=O)COc2nncc3ccccc23)c(C)c1	3	-16	-6	5	8	0	-7	4	-12	2
CC1(C)c2ccccc2N2CC(=O)N(CC(N)=O)C21C (stereo not drawn)	-12	-8	-12	-12	-254	76*	4	-5	10	0
O=C(CNc1cccc(S(=O)(=O)N2CCCC2)c1)Nc1ccc(C(F)(F)F)cc1	1	-9	4	-1	0	-2	8	11	3	6
CCSc1nc(C)cc(C)c1S(=O)(=O)c1ccccc1C	0	-5	0	1	-2	-9	4	9	7	4
Fc1ccc(Nc2nc(-c3ccncc3)nc3ccccc23)cc1	-6	1	2	-5	4	0	5	-5	-15	-4
Nc1cc(N)nc(SCC(=O)Nc2ccccc2)n1	1	-2	-6	6	9	0	-7	5	0	-1
Cn1nc(C(=O)NCc2cccnc2)c2ccccc2c1=O	0	-16	1	1	1	-2	-7	-5	5	-2
COc1ccc(NC(=O)CSc2nnc(CNC(=O)COc3ccc(Cl)cc3)o2)cc1	1	7	6	2	-2	0	-2	10	3	0
O=C(CSc1ccccn1)N1CCNC1=O	-1	-2	2	0	-5	9	-12	-5	2	0
O=C(COC(=O)c1ccc(O)cc1O)NC12CC3CC(CC(C3)C1)C2	7	-22	-5	-1	-14	-1	2	3	6	-1
Cc1ccc(-n2c(SCC(N)=O)nnc2-c2ccc(S(=O)(=O)N3CCCCC3)cc2)c(C)c1	3	-6	5	-1	0	-2	11	-1	-4	-3
CCCc1cc2c(cc1NC(=O)c1ccccc1Cl)OCO2	0	0	7	0	8	2	-13	-7	-3	-8
Fc1ccccc1CNc1nc(NCC2CC2)nc2ccsc12	5	5	-1	3	10	-6	5	-2	13	-1
CCOC(=O)c1ccc(S(=O)(=O)N2CCN(CC(=O)NC(=O)NC3CCCCC3)CC2)cc1	4	-5	-7	8	-8	3	4	8	-3	1
Cc1ccc(/C=N/NC(=O)c2cc3c(s2)CCCC3)o1	-61	9	-8	-77	-9	1	2	-3	9	-2
CCOC(=O)CS(=O)(=O)c1ccc(C(F)(F)F)cn1	7	-8	0	7	-4	2	21	-7	-4	-2
O=C(NCC1CC1)c1cccs1	0	2	-1	0	-1	-5	2	-9	16	-6
O=C(COC(=O)COc1cccc(Br)c1)NCc1ccc2c(c1)OCO2	-1	-8	-1	-4	2	5	0	-10	7	3
CCC(=O)c1ccc(OCC(=O)N2CCN(c3ccccn3)CC2)cc1	1	12	-3	-12	-3	5	-3	-25	11	-1

(list continues)
SMILES	PLCg1 inh	TDP2 absorb	DDE Tn7 FP inh	PLCb3 inh	SIAE primary	Tn6 DDE FP	ASAP1 inh	ADAM10 inh	ARFGAP1 inhibitor	ADAM17 inh
CCN(CC)C(=O)CN(C#N)c1nc(OC)nc(N(C)C)n1	5	0	-5	3	0	-3	-2	-3	3	-3
Cc1ccc(CNC(=O)C2CCCN(S(=O)(=O)c3cnc[nH]3)C2)cc1 (stereo not drawn)	0	0	7	2	-4	3	9	-6	9	-2
O=C(NNC(=O)C1CC1)c1ccccc1[N+](=O)[O-]	0	-2	3	-5	6	2	-8	-10	6	-2
O=C(CCS(=O)(=O)c1ccc(Cl)cc1)Nc1nc(-c2cccnc2)cs1	0	8	-2	-6	0	9	-5	0	-2	-3
CC(C)(C)OC(=O)N1CCC[C@H]1c1nnc(SCc2c(Cl)cccc2Cl)o1	2	-4	2	2	9	4	2	1	-7	-1
Cc1ccc(N2CC(C(=O)OCC(=O)Nc3ccccc3C)CC2=O)cc1 (stereo not drawn)	4	6	5	-1	-6	3	9	2	-5	1
CC1(c2ccccc2)CC(C)(C)N(C(N)=O)c2ccccc21 (stereo not drawn)	2	-1	4	-7	4	6	-2	2	6	-3
CCCC1C2C(=O)N(c3ccccc3OC)C(=O)C2ON1c1ccccc1 (stereo not drawn)	4	1	3	1	5	-3	0	6	-3	2
O=C(NC1CCCCC1)c1sc(N2CCOCC2)nc1-c1ccccc1	0	11	3	3	1	5	-5	-1	6	-1
CCC1(C)Cc2ccccc2-c2nc(SCC(N)=O)[nH]c(=O)c21 (stereo not drawn)	-6	-8	-10	-7	2	-1	4	-14	-4	-3

Reprinted at random: three records from the list.
SMILES	PLCg1 inh	TDP2 absorb	DDE Tn7 FP inh	PLCb3 inh	SIAE primary	Tn6 DDE FP	ASAP1 inh	ADAM10 inh	ARFGAP1 inhibitor	ADAM17 inh
CCN(CC)C(=O)CN(C#N)c1nc(OC)nc(N(C)C)n1	5	0	-5	3	0	-3	-2	-3	3	-3
Cn1c(=O)c(/C=C/c2ccccc2)nc2ccccc21	-179	-1	2	-199	-3	-2	19	-370	-6	-91
COC(=O)c1scc(C)c1NC(=O)Cc1ccccc1	0	6	1	1	-2	3	11	-8	2	-5

(cont.)
SMILES	PLCg1 inh	TDP2 absorb	DDE Tn7 FP inh	PLCb3 inh	SIAE primary	Tn6 DDE FP	ASAP1 inh	ADAM10 inh	ARFGAP1 inhibitor	ADAM17 inh
O=C(NCCN1CCOCC1)C(=O)NCC1CCCO1 (stereo not drawn)	1	-16	4	4	1	6	-3	0	-5	4
Cc1ccc(S(=O)(=O)Nc2cccc(-n3cnnn3)c2)cc1	1	7	-2	-3	-4	3	6	1	2	-3
Cc1[nH]nc(Nc2ccc(C(C)C)cc2)c1[N+](=O)[O-]	11*	-16	-1	-4	0	3	0	20	-10	8
COC(=O)C1=C(C)Nc2c(c(=O)n(C)c(=O)n2C)C1c1ccncc1 (stereo not drawn)	-11	-8	1	-14	3	7	-1	-39	6	-13
C=CCn1nnnc1SCC(=O)Nc1ccc(OC)cc1	1	19	-2	-8	-3	4	-5	1	-1	-2
CC[C@]1(O)CC2CN(CCc3c([nH]c4ccccc34)[C@@](C(=O)OC)(c3cc4c(cc3OC)N(C=O)[C@H]3[C@@](O)(C(=O)OC)[C@H](OC(C)=O)[C@]5(CC)C=CCN6CC[C@]43[C@@H]65)C2)C1 (stereo partly drawn)	-1	-12	-3	-1	2	3	-3	-3	-5	-2
C=CCN(c1ccccc1)S(=O)(=O)c1cc(C(=O)NC2=NCCS2)ccc1Cl	3	-10	-7	-2	-3	-3	-2	13	-11	-1
